RmlCD inh 1536 – inhibitors of Mycobacterium tuberculosis RmlC and RmlD coupled enzymes; actives 0.03% (n = 160,000); RmlC+RmlD coupled enzyme assay, percent inhibition; primary screen in compound mixtures; AID 1533; inhibition, % at 3.6 µM; P9WH09+P9WH11; in the data active = inhibition mostly above about 34%, no sharp cut-off; note: some results filed as inactive read as strong as hits
Target sequence (P9WH09 whole entry, looked up): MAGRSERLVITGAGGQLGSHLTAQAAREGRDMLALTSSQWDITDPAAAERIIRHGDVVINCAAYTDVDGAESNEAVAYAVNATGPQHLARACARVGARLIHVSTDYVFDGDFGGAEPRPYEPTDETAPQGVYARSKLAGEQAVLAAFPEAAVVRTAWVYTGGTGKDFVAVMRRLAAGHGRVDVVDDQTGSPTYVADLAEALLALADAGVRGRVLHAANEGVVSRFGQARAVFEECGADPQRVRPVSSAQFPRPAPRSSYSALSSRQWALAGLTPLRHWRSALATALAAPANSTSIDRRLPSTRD
Target sequence (P9WH11 whole entry, looked up): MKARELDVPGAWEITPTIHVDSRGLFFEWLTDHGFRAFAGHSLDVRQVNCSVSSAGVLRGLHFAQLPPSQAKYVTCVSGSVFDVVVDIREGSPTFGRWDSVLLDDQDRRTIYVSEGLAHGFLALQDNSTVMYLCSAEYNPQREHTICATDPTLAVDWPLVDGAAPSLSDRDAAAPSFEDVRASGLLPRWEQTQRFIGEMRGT
M. tuberculosis GlmU – inhibition of mycobacterial GlmU enzyme – biochemical, glucosamine-1-phosphate acetyltransferase (AID 1376); M. tuberculosis GlmU acetyltransferase enzyme assay; higher % means a stronger effect; inhibition, %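 (tested at 30 µM in the primary screen)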, or IC50 in µM where a hit was titrated; actives 0.25% (n = 220,000); in the data active = inhibition above about 13%;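 note: 0% = complete reaction with vehicle and 100% = reaction without substrate; strong numbers were not always called active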
The depositor's hits bear a star; · = no result given. Not all compounds are listed; the hit share may differ from the screen's.

Molecule	RmlCD inh 1536	M. tuberculosis GlmU
Brc1ccc(-c2nc(-c3ccccc3)no2)o1	·	5.9%
O=S(=O)(Nc1nc2ccccc2nc1NCC1CCCO1)c1cccs1 (stereo not given)	·	5.0%
Nc1nc(NC(=O)/C=C/c2ccccc2)nn1-c1ccccc1	-11	6.6%
NS(=O)(=O)c1ccc(-n2nc(C(=O)O)cc2-c2ccc(Cl)cc2)cc1	-9	8.8%
COC(=O)c1[nH]c2cccc(OC)c2c1NC(=O)CCN1CC(C)CC(C)C1 (stereo not given)	-1	2.1%
CN(C)C(=O)c1ccc2c(c1)n(C)c(=O)n2C	·	2.6%
COc1ccc(-c2cnnc(N/N=C/c3ccc(O)c(OC)c3)n2)cc1	-2	2.3%
CSc1nc(NC(C)C)nc(N2CCOCC2)n1	10	0.5%
O=C(C1CCN(S(=O)(=O)c2cccs2)CC1)N1CCc2ccccc2C1	·	-5.2%
COc1ccc(CNC(=O)c2ccc(Cn3nc(C)c([N+](=O)[O-])c3C)o2)cc1	-8	1.9%
COC(=O)Cc1ccc(NC(=S)N2CCN(c3cc(Cl)ccc3C)CC2)cc1	·	0.5%
CC(=O)Nc1ccc(Nc2ncnc3c2cnn3-c2cccc(C)c2)cc1	-9	1.6%
O=C(Cn1nnc2ccccc2c1=O)N1CCCc2ccccc21	-7	2.5%
COc1cccc(OCC(O)CN(CCO)Cc2ccccc2)c1 (stereo not given)	4	-3.0%
CCCS(=O)(=O)N1CCN=C1SCc1cccc2ccccc12	3	·
COc1ccc(NC(=S)N2CCN(Cc3ccc(C)cc3)CC2)cc1	-12	-5.3%
Cc1nnc2ccc(-c3ccc(NC(=O)c4ccco4)cc3)nn12	-10	2.2%
CC(C)c1csc(CN2CCC(CO)(Cc3ccccc3)CC2)n1	5	1.6%
COc1ccc(C(=O)NNC(=O)CCCCC(=O)NNC(=O)c2ccc(OC)cc2)cc1	5	-5.8%
N#CCC(=O)N/N=C/c1ccc(OCc2ccccc2)cc1	-14	-0.6%
COC(=O)C1=C(C(=O)OC)C2(OC1c1cccc(F)c1)C(=O)c1ccccc1C2=O (stereo not given)	·	1.2%
CC(C)Sc1nnc(-c2c[nH]c3ccccc23)n1C	-3	-3.2%
COC(=O)c1c(O)c2ccccc2[nH]c1=O	4	3.5%
Cc1ccc(OCc2n[nH]c(=S)n2-c2ccccc2)cc1	·	-1.8%
COc1ccc(CCNCc2ccccc2F)cc1OC	·	2.3%
CCN(CC)C(=O)C(C)OC(=O)c1ccc(O)cc1 (stereo not given)	-4	1.2%
CCOCCCNC(=S)NC1CC2CCC(C1)N2Cc1ccccc1 (stereo not given)	10	-3.4%
Cc1cc(C)nc(NS(=O)(=O)c2ccc(Br)cc2)n1	7	2.4%
C=CCN=C(C)C1=C(O)C(C)OC1=O (stereo not given)	5	0.9%
O=[N+]([O-])c1cccc(NC(=S)NCc2ccncc2)c1	-4	-0.4%
Cn1c(CCNC(=O)c2ccco2)nc2cc(NS(=O)(=O)c3ccccc3)ccc21	-2	-2.9%
CCOc1ccccc1N1CC(C(=O)Nc2c(C)n(C)n(-c3ccccc3)c2=O)CC1=O (stereo not given)	·	-0.1%
N=C1/C(=C\c2ccc(SCc3ccccc3)o2)C(=O)N=C2SC=NN12	0	3.6%
OCCNCCCOc1cc(Cl)ccc1Cl	-11	5.9%
O=C(O)c1cccc(NC2=C(N3CCOCC3)C(=O)c3ccccc3C2=O)c1	·	-2.9%
O=C(O)c1cc(O)ccc1N=Nc1ccccc1	·	-2.5%
COc1ccc(/C=N/Nc2nnc(C)n2N)cc1OC	0	-3.5%
O=C(Cc1cn2ccsc2n1)Nc1ccccn1	0	5.4%
Cn1c(SCc2c(F)cccc2Cl)nnc1-c1cccs1	·	4.3%
COC(=O)c1cc2nc(-c3ccccc3)cc(C)n2n1	7	2.5%

Part of the list above, with each value named.
OCCNCCCOc1cc(Cl)ccc1Cl
  RmlCD inh 1536: -11; M. tuberculosis GlmU: 5.9%

O=C(O)c1cccc(NC2=C(N3CCOCC3)C(=O)c3ccccc3C2=O)c1
  RmlCD inh 1536: ·; M. tuberculosis GlmU: -2.9%

Carrying on.
Molecule	RmlCD inh 1536	M. tuberculosis GlmU
CCN(CC)S(=O)(=O)c1cc(NS(=O)(=O)c2cccc(C(=O)O)c2)ccc1C	1	-2.4%
Cc1ccc(-n2c(O)c(C=Nc3ccccc3-c3n[nH]c(=S)[nH]c3=O)c3ccccc3c2=O)cc1C	·	6.0%
O=c1oc(-c2cccs2)nc2scc(-c3cccs3)c12	4	·
C=CCn1c(N)nc2ccccc21	8	-8.5%
N#C/C(=C\c1cc2ccccc2nc1N1CCCCC1)C(N)=O	2	-1.9%
COC(=O)c1ccccc1NS(=O)(=O)c1ccc(NC(C)=O)cc1	-4	-0.6%
Cc1ccccc1C1NS(=O)(=O)N=C1N (stereo not given)	-11	2.5%
CC(C)C(C(=O)NCC1CCCO1)N(Cc1ccco1)C(=O)CNS(=O)(=O)c1ccc(F)cc1 (stereo not given)	3	-1.0%
COc1ccc(NS(=O)(=O)c2ccc(Oc3c(C#N)cccc3C#N)cc2)cc1	17	-1.6%
Cc1ccc(-c2nn(CCC(=O)NCC3CCCO3)c(=O)c3ccccc23)cc1 (stereo not given)	·	3.3%
CCOC(=O)c1cnn2c(N)c(C#N)cnc12	6	-1.6%
COc1cc2c(cc1NC(=O)CN(C)Cc1cccc(OC)c1OC)oc1ccccc12	-11	2.7%
COc1cccc(C(=O)NN2CC(O)=C(c3nc4ccccc4n3C)C2=N)c1	4	-3.3%
O=C(Nc1ccc(Br)cc1)c1cccnc1N1CCCCC1	·	-0.1%
COc1ccc(/C=C/C(=O)C2(O)CCCCC2)cc1	4	1.9%
O=C(Oc1ccccc1C(=O)N1CCOCC1)c1ccc(F)cc1	6	0.3%
CN(CCNC(=O)c1cccc(N2CCCC2=O)c1)Cc1ccccc1	-8	-2.9%
CCOc1ccc(C2C=C(c3ccccc3)Nc3ncnn32)cc1 (stereo not given)	3	1.8%
COc1cc(N2CCCC2)c(OC)cc1/C=C(/C#N)c1cccc(Br)c1	6	-2.1%
Cc1cc(C(=O)N/N=C2\CC(=O)CC(C)(C)C2)c(C)n1-c1ccc(F)cc1	·	5.4%

Molecules from the list above that have a COOH group (four):
Molecule	RmlCD inh 1536	M. tuberculosis GlmU
NS(=O)(=O)c1ccc(-n2nc(C(=O)O)cc2-c2ccc(Cl)cc2)cc1	-9	8.8%
O=C(O)c1cccc(NC2=C(N3CCOCC3)C(=O)c3ccccc3C2=O)c1	·	-2.9%
O=C(O)c1cc(O)ccc1N=Nc1ccccc1	·	-2.5%
CCN(CC)S(=O)(=O)c1cc(NS(=O)(=O)c2cccc(C(=O)O)c2)ccc1C	1	-2.4%

Remaining list, next part:
Molecule	RmlCD inh 1536	M. tuberculosis GlmU
COc1cc(S(=O)(=O)NC2CCCCC2C)ccc1-n1cnnn1 (stereo not given)	6	0.1%
O=C(O)c1ccc2c(c1)N(Cc1ccccc1)C(=O)c1ccccc1S2=O (stereo not given)	51	2.1%
Cc1ccc(C2NC(=O)c3sc(=S)n(-c4ccccc4)c3N2)cc1 (stereo not given)	-4	3.6%
Cc1nc2nc(SCC(=O)N3CCC4(CC3)OCCO4)nn2c(C)c1Cc1ccccc1	·	-3.7%
COc1cc(/C=N/NC(=O)c2cnn3c(C)cc(-c4ccccc4)nc23)ccc1O	12	3.5%
O=C(OC1CCS(=O)(=O)c2sccc21)c1ccccc1 (stereo not given)	15	1.2%
Cc1noc(/C=C/N(C)C)c1S(=O)(=O)N1CCCC(C(=O)NCc2ccc(Cl)cc2)C1 (stereo not given)	-10	1.9%
COc1ccc(CNC(=O)C(NS(=O)(=O)c2ccc3c(c2)CCCN3C(C)=O)C(C)C)cc1 (stereo not given)	·	0.9%
CC1(C)CN2C(=O)c3ccccc3C2(C)S1 (stereo not given)	2	6.4%
COc1ccc(-n2nnnc2SCC(=O)c2cc3ccccc3o2)cc1	·	-7.0%
Cc1ccc(Nc2n[nH]c(C)c2[N+](=O)[O-])cc1C	-9	0.9%
COc1ccc(C(=O)N2CCN(S(=O)(=O)c3ccccc3)CC2)c(OC)c1	-10	-2.4%
COc1ccccc1C(=O)Nc1ccc(S(=O)(=O)N2CCOCC2)cc1	3	-0.5%
Cc1ccc(NC(=O)C(=O)NCc2ccc(/C=N/NC(=O)c3c(C)nc4ccccn34)o2)cc1	-72	-6.1%
Cc1sc(NC(=O)c2cc(-c3ccc(Cl)cc3)nc3ccccc23)c(C(N)=O)c1C	·	4.1%
Cc1ccc(-n2nc(C)c3c2OC(N)=C(C#N)C3c2ccco2)cc1 (stereo not given)	7	1.6%
COCCN(C(=O)CSc1nncn1-c1ccccc1)c1c(N)n(Cc2ccccc2)c(=O)[nH]c1=O	-14	0.3%
COP(=O)(OC)/C(C=O)=N/Nc1ccc([N+](=O)[O-])cc1	·	2.0%
COc1ccc(CN(Cc2ccc(C(=O)O)cc2)C(=S)Nc2ccc(C)cc2)cc1OC	-10	1.8%
CCOCCCn1c(C)nc2c(c1=O)c1nc3ccccc3nc1n2CCC1=CCCCC1	1	3.5%
CN(C)/N=C/c1ccc(Sc2ccc([N+](=O)[O-])cc2[N+](=O)[O-])o1	·	1.3%
O=C(CCC1CCCCC1)Nc1c2c(nn1-c1ccc(F)cc1)CS(=O)C2 (stereo not given)	·	-1.0%
O=C1c2ccccc2C(=O)N1Cc1nc(-c2ccccn2)no1	·	0.1%
COc1ccc(CNC(=O)C2(CC3CC(c4ccccc4)=NO3)CCNCC2)cc1 (stereo not given)	·	-1.8%
Cc1cccc(-n2nc(C)c3c(C(=O)O)cc(-c4cccs4)nc32)c1	9	0.3%
CCCCC(=O)Nc1ccc(C(=O)Nc2ccc(S(=O)(=O)N3CCCC3)cc2)cc1	-11	3.5%
O=C(CSc1nc2ccccc2n1Cc1ccccc1)N/N=C/c1ccccc1C(=O)O	-13	2.7%
O=C(NCc1ccccc1)c1nc2ccccc2s1	9	4.0%
COc1ccc(CN2CCn3ncc(C(=O)Nc4cc(C)cc(C)c4)c3C2=O)cc1	·	-5.3%
Cc1cc(C(C#N)c2cccc(Cl)c2)n2ncnc2n1 (stereo not given)	11	·
COc1cc(O)c2c(c1)COC2=O	-3	1.2%
CCOc1ccccc1NC(=O)COC(=O)CC(NC(N)=O)c1ccc(Cl)cc1 (stereo not given)	·	-0.3%
O=c1c2nnn(-c3ccc(Br)cc3)c2ncn1Cc1ccccn1	·	-1.0%
CCNC(=O)COc1ccc(/C=N/NC(=O)c2cccnc2)cc1OC	·	-3.5%
COc1ccc(NC(=O)C2CC2)cc1-n1cnnn1	2	0.9%
O=C(NC1CCCC1)C1CCCN1C(=O)Nc1ccccc1 (stereo not given)	34	0.0%
C=CCNC(=S)N1CCN(CCNC2=CC(=O)CC(C)(C)C2)CC1	·	11%
Cc1nc(C)c(/C(O)=C/c2nc3ccccc3oc2=O)s1	4	2.1%
COc1ccc(-c2nnc3ccc(SCC(=O)N4CCCCC4)nn23)cc1OC	-7	7.5%
CC(C)=CCc1c([C@@H]2CCc3ccc(O)cc3O2)cc2c(c1O)OC(C)(C)C=C2	·	9.4%
CCOC(=O)c1sc(C(=O)OCC)c(OCCO)c1OCCO	6	·
O=C(C1Cc2ccccc2CN1S(=O)(=O)c1ccc(F)cc1)N1CCCCC1 (stereo not given)	5	-2.9%
CSc1ccccc1NC(=O)COc1ccc(Cl)cc1Cl	-12	-5.1%
CC(C)(C)SCCNC(=O)COc1ccc(Cl)cc1	-13	5.2%
O=C(CN1CCN(S(=O)(=O)c2ccc(Br)cc2)CC1)Nc1ccc2c(c1)OCO2	·	-2.5%
CCC(C)Nc1nc(-c2cccc(OC)c2O)nc2ccccc12 (stereo not given)	·	-2.4%
CCn1c(O)c(/C=N/N2CCOCC2)c(=O)n(CC)c1=S	8	-6.3%
CCC(Sc1nc2c(cnn2-c2ccccc2)c(=O)[nH]1)C(=O)OC (stereo not given)	6	7.3%
O=C(COC(=O)c1ccccc1Nc1ccccc1)NCc1ccco1	·	4.5%
CCc1ccccc1NS(=O)(=O)c1ccc2[nH]cc(C(=O)NCc3ccco3)c(=O)c2c1	-4	·

Going on with the list:
Molecule	RmlCD inh 1536	M. tuberculosis GlmU
COC(=O)c1cc(C(=O)OCC(=O)N2c3ccccc3NC(=O)C2(C)C)cc([N+](=O)[O-])c1	-1	-3.9%
COCCCNc1oc(-c2ccccc2OC)nc1C#N	16	0.1%
O=C(COc1cccc(NC(=O)c2ccco2)c1)c1ccc(F)cc1	·	1.9%
Cc1ccc(C(=O)COC(=O)CNC(=O)CN2C(=O)c3ccccc3C2=O)cc1	6	3.8%
Cc1onc(-c2ccc(Cl)cc2)c1-c1ccnc(SCC(=O)Nc2cc(Cl)cc(Cl)c2)n1	-10	-0.3%
C=CCn1c(SCC(=O)c2ccc(CNC(C)=O)o2)nc2ccccc2c1=O	·	4.7%
Cc1cc(C(=O)N(C)Cc2ccc(Br)cc2)no1	5	1.6%
CC(=O)Nc1ccc(N=C(C2=C(O)c3ccccc3C2=O)c2ccccc2)cc1	-7	-2.5%

Screening results from PubChem.
